Pyk2 oligo antag: antagonists of human Pyk2 oligomerization. Q14289. Q293 cells, Pyk2 FERM NanoBiT luminescence; active compounds read low. z-score (the deposit names both 25 µM and 10 µM). 0.83% of 99,000 active;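 active = Z-score of -3 or lower, scaled per plate to the spread of control and sample wells; inactive = z-score above -3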;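 also: negative z-score means lost luminescence so less FERM oligomerization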
Target sequence (Q14289 whole entry, looked up): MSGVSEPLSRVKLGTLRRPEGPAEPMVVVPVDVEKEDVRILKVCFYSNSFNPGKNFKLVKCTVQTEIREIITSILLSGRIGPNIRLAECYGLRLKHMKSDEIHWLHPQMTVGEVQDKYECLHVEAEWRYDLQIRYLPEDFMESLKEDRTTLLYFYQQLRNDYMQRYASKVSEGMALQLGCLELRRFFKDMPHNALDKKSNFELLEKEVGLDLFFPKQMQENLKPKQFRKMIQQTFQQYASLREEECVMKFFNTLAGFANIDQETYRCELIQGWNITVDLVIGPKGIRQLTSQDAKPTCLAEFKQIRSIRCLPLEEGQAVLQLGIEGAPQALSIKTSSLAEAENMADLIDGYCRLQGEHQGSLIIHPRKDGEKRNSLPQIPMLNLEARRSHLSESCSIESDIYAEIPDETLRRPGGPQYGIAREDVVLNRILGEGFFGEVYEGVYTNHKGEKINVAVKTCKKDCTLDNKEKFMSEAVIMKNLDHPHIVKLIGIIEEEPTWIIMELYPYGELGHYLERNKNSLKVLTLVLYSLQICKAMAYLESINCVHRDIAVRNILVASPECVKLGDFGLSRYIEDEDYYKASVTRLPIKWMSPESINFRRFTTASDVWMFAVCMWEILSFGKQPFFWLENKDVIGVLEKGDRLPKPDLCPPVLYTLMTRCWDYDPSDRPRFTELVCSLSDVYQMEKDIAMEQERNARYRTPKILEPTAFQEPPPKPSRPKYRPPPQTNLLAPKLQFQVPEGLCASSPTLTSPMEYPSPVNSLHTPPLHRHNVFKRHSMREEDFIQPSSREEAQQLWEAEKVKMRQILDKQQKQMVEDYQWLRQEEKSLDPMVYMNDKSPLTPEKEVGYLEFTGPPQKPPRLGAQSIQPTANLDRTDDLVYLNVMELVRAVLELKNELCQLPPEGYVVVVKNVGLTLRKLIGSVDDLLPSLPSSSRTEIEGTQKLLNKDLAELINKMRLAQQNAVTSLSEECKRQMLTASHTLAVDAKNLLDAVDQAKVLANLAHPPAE
VCAM1 TNFa inh: reduces TNF alpha induced VCAM1 expression in HUVEC; HUVEC TNFa-induced VCAM-1 immunofluorescence, high-content imaging; AID 802; inhibition, % at 2 µM; 0.48% of 95,000 active;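 active = inhibition above the batch mean plus 3 SD, with images confirmed as a hit by eye, cut at about 37% in these data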;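 also: 0% = TNF-stimulated DMSO wells and 100% = unstimulated control wells; not every result past the cut was called active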
FAK blocker: FAK (human) kinase inhibition; Q05397; biochemical FAK kinase activity assay; inhibition, %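 (tested at 7 µM)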; 0.84% of 97,000 active; in the data active = inhibition above about 19%;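 also: 0% = DMSO and 100% = reference compound high control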
IL1B cytotox: HUVEC cytotoxicity counter-screen, IL-1B stimulated. cell count reduction, % at 2 µM. AID 845. HUVEC cell count loss, Hoechst imaging. 0.41% of 94,000 active;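 active = cell count reduction more than 3 SD above the screen-wide mean, cut at about 70% in these data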;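 also: normalized per plate to untreated control cells as the no-loss baseline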
HUVEC tox TNFa: toxic to HUVEC cells under TNF alpha stimulation | 0.17% of 93,000 active | HUVEC TNFalpha-stimulated, Hoechst cell count, imaging | cell count reduction, % at 2 µM | AID 848;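 active = cell count reduction exceeding the screen mean by over 5 SD, scaled to untreated wells per plate, cut at about 78% in these data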;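 also: cells counted after 24 h of TNF alpha exposure following the 1 h pretreatment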
ERa coact inh: ER-alpha (human) coactivator binding inhibition. 1.7% of 86,000 active. TR-FRET ER-alpha LBD / SRC-1 peptide, estradiol-bound. AID 629. inhibition, % at 25.6 µM. P03372; in the data active = inhibition above about 50%;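 also: 0% = receptor plus peptide control and 100% = peptide only without receptor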
LYP act: LYP (human) phosphatase activation | recombinant LYP, DiFMUP fluorescence; 0 = plate median, 100 = signal doubled | activation, % at 2 µM | 0.11% of 96,000 active | AID 697;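 active = activation at 2 µM above a set limit, the mean plus 5 SD, cut at about 37% in these data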
F-actin modifier: modifiers of cytoskeleton assembly. HUVEC TNFa F-actin phalloidin imaging, high content. inhibition, % at 2 µM. 0.18% of 91,000 active;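 active = inhibition above the batch mean plus 3 SD and confirmed as a hit by visual image inspection, cut at about 30% in these data, passing the limit was not always enough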; also: strong numbers were not always called active
LYP inh 2: blocks human PTPN22 phosphatase activity | inhibition, % at 2 µM | Q9Y2R2 | recombinant LYP catalytic domain, DiFMUP fluorescence | 0.21% of 96,000 active;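 active = inhibition at 2 µM at or above a set limit, the screen mean plus 3 SD, cut at about 24% in these data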;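 also: 0% = DMSO with enzyme and 100% = enzyme fully blocked by orthovanadate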
An asterisk follows results filed as active; x = not tested or not shown; [ ] = dose if it differs, or a comment.

SMILES | Pyk2 oligo antag | VCAM1 TNFa inh | FAK blocker | IL1B cytotox | HUVEC tox TNFa | ERa coact inh | LYP act | F-actin modifier | LYP inh 2
COc1ccc(NC(=O)CCSc2cc(C)c3ccccc3n2)cc1 | 0.51 | -10 | -2 | -15 | -10 | x | 3 | 7 | 1
CCOCCCNC(=O)CN1CCN(c2ccc(F)cc2)CC1 | 0.71 | 6 | 4 | -8 | 13 | 0[fluorescence artefact?] | -11 | -6 | 11
COc1ccc(C2C3=C(CC(C)(C)CC3=O)Nc3c2c(=O)[nH]c(=O)n3Cc2ccccc2)cc1 (configuration not stated) | -0.96 | 2 | -3 | 2 | -22 | -6 | 9 | 17 | -12
Cn1c(N)c(C#N)c2c(c1=S)CSC(C)(C)C2 | -0.03 | -20 | -6 | -16 | 2 | -5 | -6 | -18 | 5
CCOC(=O)c1ccc(NC(=O)CSc2nc(SC)ns2)cc1 | 0.58 | -13 | 1 | -1 | -25 | 0 | 2 | 2 | -3
O=C(Nc1ccc2oc(-c3ccncc3)nc2c1)c1ccccc1F | -0.79 | -4 | -5 | -16 | -22 | 0 | -5 | 4 | 6
C/C(=N\NC(=S)Nc1ccc(F)cc1)C1CC1 | 0.3 | 19 | -8 | -1 | -10 | -3 | 7 | 41 | -5
CCOc1ccc(C(=O)/C=C/c2cn(CN3CCN(C)CC3)c3ccccc23)cc1 | -2.7 | 2 | -5 | -23 | -3 | -17[fluorescence artefact?] | -7 | -15 | 10
O=C(COC(=O)C1CC2C=CC1C2)Nc1ccc2c(c1)OC(F)(F)O2 (configuration not stated) | 1.4 | 19 | -2 | -14 | 1 | 5 | -5 | 14 | 9
Cc1cc(C)nc(N(C#N)Cc2ccccc2Cl)n1 | x | 2 | -4 | -8 | -8 | -7 | 2 | 4 | -5
COc1ccc(C2C(C#N)=C(N)Oc3cc(C)[nH]c(=O)c32)c(OC)c1OC (configuration not stated) | -0.83 | 3 | 2 | -27 | -21 | 2 | -1 | -1 | -1
COC(=O)c1cccc2c1-c1ccccc1/C2=N/O | -1.5 | 6 | 50* | -133 | -26 | 5 | -1 | 10 | 0
CCOC(=O)CNc1c(-c2ccc(O)cc2)nc2ccc(Cl)cn12 | -0.32 | 26 | -2 | -5 | 3 | 5 | 5 | -66 | -7
O=C(CSc1nc(-c2ccco2)cc(C(F)(F)F)n1)N1CCc2ccccc2C1 | -0.4 | 8 | 1 | 10 | -8 | -18 | -6 | 9 | 6
Nc1nc(-c2ccccc2)cc(N2CCCCC2)n1 | -0.08 | 17 | 2 | -1 | 8 | 4[fluorescence artefact?] | -8 | -7 | 5
COCC(=O)Nc1cc(OC)ccc1OC | 0.57 | 8 | 2 | -22 | 2 | -34 | -3 | -6 | 2
CC(C)(C)c1ccc(C(=O)c2c[nH]c(C(=O)NCC3CCCO3)c2)cc1 (configuration not stated) | -1.1 | -2 | 1 | 16 | -7 | x | 1 | -2 | 5
Cc1ccc(-c2nnc(Nc3ccc(CC(N)=O)cc3)c3ccccc23)cc1 | -2 | -2 | -11 | -4 | -27 | x | 4 | 8 | -1
CN1CCN(c2nc3nonc3nc2N2CCN(C)CC2)CC1 | 0.81 | 1 | -4 | -14 | -25 | -5 | -2 | 4 | -1
CCCCNC(=O)C1CC(=O)N(C2CCCC2)C1 (configuration not stated) | -0.11 | -18 | 1 | 5 | -2 | 1 | 2 | -3 | -3
O=C(CCC1CCCC1)N1CCN(C(=O)COc2ccccc2)CC1 | 0.52 | 0 | -3 | 0 | -25 | 13[fluorescence artefact?] | -5 | -25 | 3
COc1ccc(C2C(C(=O)Nc3ccccn3)=C(C)Nc3ncnn32)c(OC)c1 (configuration not stated) | x | 11 | 5 | -25 | -33 | x | -9 | 8 | 7
CN(C)CCCNC1=CC(=O)OC12CCCCC2 | -0.06 | 11 | 0 | 3 | -44 | -9 | 6 | 6 | -6
Cn1cc(Cl)c(C(=O)Nc2nc3ccccc3s2)n1 | -0.79 | 8 | 7 | 2 | -13 | x | -2 | -15 | 0
COc1ccc(S(=O)(=O)Cc2ccc(C(=O)N3CCCC3)o2)cc1 | x | 7 | -2 | -9 | -13 | -3 | -6 | -3 | 4
COC(=O)C1=C(N)Oc2cc(C)n(Cc3cccnc3)c(=O)c2C1c1cccc(OC)c1OC (configuration not stated) | 0.01 | -25 | 4 | 5 | 13 | -6 | -6 | -34 | 5
O=C(Nc1cc(C(F)(F)F)ccc1N1CCCCC1)c1cccc([N+](=O)[O-])c1 | 0.33 | -10 | 4 | 9 | -18 | x | -4 | -2 | 7
N#CCSc1nccc(-c2cc(Cl)sc2Cl)n1 | -0.47 | -16 | 2 | x | -19 | 12[fluorescence artefact?] | -4 | 16 | 3
CCN(CC)C(=O)c1c(NC(=O)c2ccccc2)sc(C)c1C | 0.96 | -7 | 0 | -45 | -5 | 4 | 12 | 5 | -15
COC(=O)c1ccc(OCC(O)Cn2nnc3ccccc32)cc1 (configuration not stated) | -0.5 | -10 | 1 | -4 | -13 | -1[fluorescence artefact?] | 3 | 18 | -1
COC(=O)CSc1nc2cc3c(cc2cc1C)OCCO3 | 0.3 | 7 | 11 | -132 | -44 | 7[fluorescence artefact?] | -3 | 12 | 2
CC1(CC(=O)O)C(=O)N=C2C=CC=CN21 (configuration not stated) | 0.13 | -8 | -1 | -20 | -3 | 1 | 12 | -4 | -18
COc1ccccc1NC(=O)C(=O)N1N=C(C(C)C)CC1(O)C(F)(F)F (configuration not stated) | -0.23 | 5 | 0 | -16 | -18 | x | -16 | -11 | 18
COc1ccc(-n2c3c(cc(C(=O)Nc4ccc(C)cc4)c2=O)C(=O)CCC3)cc1 | -0.1 | -29 | -1 | 13 | 0 | 3[fluorescence artefact?] | -2 | 15 | -6
O=C(NC1CCS(=O)(=O)C1)N1CCCCC1 (configuration not stated) | -0.67 | 8 | -1 | 8 | 3 | 1 | -16 | 9 | 14
COc1ccc(OC)c(NC(=O)c2cnc3n(c2=O)CCS3)c1 | x | -4 | 2 | -4 | 26 | 29[fluorescence artefact?] | -2 | -15 | 1
O=C(O)CSc1nnc(-c2ccccc2O)n1Cc1ccccc1 | -0.13 | -12 | 3 | 43 | 8 | 27 | 3 | -3 | 0
O=C(COc1ccc(S(=O)(=O)N2CCCC2)cc1Cl)Nc1ccc2c(c1)OCO2 | 0.03 | -39 | 4 | 5 | x | 30 | -10 | 11 | 8
O=C(c1ccc(-n2cnnn2)cc1)N1CCN(C(c2ccccc2)c2ccccc2)CC1 | -1.3 | 9 | 0 | 14 | -18 | 7 | 0 | -5 | 0
Cc1nn2c(NCCOCCO)c3c(nc2c1-c1ccccc1)CCCC3 | -2.3 | 8 | -2 | -7 | 18 | -20 | -6 | -34 | 8
CC(=O)Nc1ccc(S(=O)(=O)N(CCO)Cc2ccccc2)cc1 | 0.1 | 2 | 0 | 3 | -37 | 0 | -2 | x | 4
CC1(C)CC(O)(CCNCc2ccc3c(c2)OCO3)CCO1 (configuration not stated) | 0.13 | 28 | 1 | -5 | 9 | -7 | 2 | -5 | 2
COc1ccnc(N=CNOCc2ccc(F)cc2Cl)c1C#N | 0.6 | -6 | 0 | 8 | x | 4 | -14 | 20 | 15
COCCn1c(C)cc(C(=O)CSc2nc(C)nc3sc4c(c23)CCC4)c1C | 0.33 | 5 | -2 | -28 | -10 | -6[fluorescence artefact?] | -3 | -15 | 5
O=C(Nc1ccccc1)C1=C(N2CCOCC2)/C(=C/c2cccnc2)CC1 | -0.39 | 10 | -3 | -24 | 2 | 3[fluorescence artefact?] | -8 | 2 | 9
Cc1c(C(=O)NCCCN2CCOCC2)sc2nc(-c3ccc(F)cc3)cn12 | 0.45 | -1 | -3 | -14 | -4 | -5 | -9 | 19 | 12
COc1cccc(C(C(=O)NC(C)(C)C)N(C(=O)CCC(=O)Nc2cc(C)on2)C(C)(C)C)c1OC (configuration not stated) | 0.02 | 7 | -1 | -10 | -30 | -9 | 0 | 25 | -2
Cc1ccc(-n2c(SCC(=O)Nc3ccc4c(c3)OCO4)nnc2-c2ccoc2C)cc1 | -2.4 | -2 | 3 | 10 | -30 | -1 | -15 | -6 | 18

Part of the list above in order of SMILES length, rising.
SMILES | Pyk2 oligo antag | VCAM1 TNFa inh | FAK blocker | IL1B cytotox | HUVEC tox TNFa | ERa coact inh | LYP act | F-actin modifier | LYP inh 2
N#CCSc1nccc(-c2cc(Cl)sc2Cl)n1 | -0.47 | -16 | 2 | x | -19 | 12[fluorescence artefact?] | -4 | 16 | 3
COC(=O)c1cccc2c1-c1ccccc1/C2=N/O | -1.5 | 6 | 50* | -133 | -26 | 5 | -1 | 10 | 0
COC(=O)c1ccc(OCC(O)Cn2nnc3ccccc32)cc1 (configuration not stated) | -0.5 | -10 | 1 | -4 | -13 | -1[fluorescence artefact?] | 3 | 18 | -1
COc1ccccc1NC(=O)C(=O)N1N=C(C(C)C)CC1(O)C(F)(F)F (configuration not stated) | -0.23 | 5 | 0 | -16 | -18 | x | -16 | -11 | 18
COC(=O)C1=C(N)Oc2cc(C)n(Cc3cccnc3)c(=O)c2C1c1cccc(OC)c1OC (configuration not stated) | 0.01 | -25 | 4 | 5 | 13 | -6 | -6 | -34 | 5
COc1ccc(C2C3=C(CC(C)(C)CC3=O)Nc3c2c(=O)[nH]c(=O)n3Cc2ccccc2)cc1 (configuration not stated) | -0.96 | 2 | -3 | 2 | -22 | -6 | 9 | 17 | -12

Next results
SMILES | Pyk2 oligo antag | VCAM1 TNFa inh | FAK blocker | IL1B cytotox | HUVEC tox TNFa | ERa coact inh | LYP act | F-actin modifier | LYP inh 2
CCOCCCN(CCC#N)S(=O)(=O)c1ccc(S(=O)(=O)N2CCCC2)cc1 | 0.27 | -9 | -1 | 2 | -32 | -2 | -3 | -2 | 1
Cc1cc(C)nc(NCC(O)CNc2ccccc2C)n1 (configuration not stated) | -0.15 | 6 | 3 | 18 | -8 | -10 | -1 | 4 | 0
CC1CCN(Cc2nc3c(c(=O)n(C)c(=O)n3C)n2CCc2ccccc2)CC1 | -0.08 | -4 | -1 | -6 | 12 | 1 | -10 | 12 | 10
COC(=O)COc1ccc(S(=O)(=O)NCCC2=CCCCC2)cc1 | 0.61 | 4 | -1 | -5 | -28 | 3 | 10 | -6 | -11
O=C(NCc1cccnc1)c1cccc(NC(=O)c2ccco2)c1 | -0.17 | 19 | -3 | -9 | 0 | -10 | 18 | -11 | -13
O=C(CCl)Nc1cc(-c2ccccc2)nn1-c1ccccc1 | -0.73 | 15 | 0 | 88* | -2 | -2 | -6 | -12 | 7
CCOc1ccc(CC2CC(=O)NC2=O)cc1 (configuration not stated) | 1 | -67 | -3 | -28 | -18 | 11 | 10 | -12 | -12
Cc1sc(NC(=O)CSc2nnnn2C2CCCCC2)c(C#N)c1C | -0.32 | -45 | -1 | 2 | x | x | 10 | -9 | -6
CSc1nc(-c2ccco2)nn1S(=O)(=O)c1ccccc1 | x | x | 7 | 8 | x | 12 | -12 | x | 11
Cc1ccc(-n2ncc(C#N)c2/N=C/N2CCN(C)CC2)cc1 | 0.09 | 7 | 2 | -13 | 2 | -1 | -6 | -32 | 6
CC(NC(=O)Nc1nnc(C(F)(F)F)s1)N1C(=O)C2C3C=CC(C3)C2C1=O (configuration not stated) | 0.29 | -4 | 6 | 22 | -8 | x | -9 | 1 | 12
C=CCSc1nc2ccccc2c2nc(-c3ccccc3)nn12 | 1 | -4 | -1 | 5 | -7 | 3 | 2 | -3 | -2

High-throughput results: PubChem BioAssay, several laboratories
